IDE cell inh: cellular human IDE inhibition; HEK cells, FAbetaB cleavage, fluorescence polarization; inhibition, % at 5.59 µM; 320,000 compounds, 0.41% hits; AID 434962;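 active = percent inhibition above the average of all tested compounds plus 3 SD, set per screening campaign, cut at about 16% in these data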;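 note: IDE supplied by intact live HEK cells; FP after avidin binding of uncleaved biotin substrate so inhibition keeps polarization high; 0% = DMSO wells and 100% = 60 µM reference IDE inhibitor Ii1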
PHOSPHO1 inh: inhibitors of human PHOSPHO1 phosphatase; Q8TCT1; recombinant PHOSPHO1, absorbance phosphatase assay; inhibition, % at 13.3 µM; 290,000 compounds, 1.1% hits; AID 1565; in the data active = inhibition above about 60%
p-CIP stab down: compounds decreasing mouse p/CIP protein stability; F442A p/CIP-EGFP cells, EGFP fluorescence, 16 h; decrease of EGFP signal, % at 10 µM; AID 1984; 290,000 compounds, 0.01% hits; Q05BA5;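 active = EGFP signal decrease of at least 30% at 10 µM or well 3 SD below plate mean, unless failing retest; inactive = the rest, including hits failing retest or dose response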; note: some compounds called inactive have numbers as strong as hits; many of its hits are not listed in these tables
Target sequence (Q05BA5 1-1403): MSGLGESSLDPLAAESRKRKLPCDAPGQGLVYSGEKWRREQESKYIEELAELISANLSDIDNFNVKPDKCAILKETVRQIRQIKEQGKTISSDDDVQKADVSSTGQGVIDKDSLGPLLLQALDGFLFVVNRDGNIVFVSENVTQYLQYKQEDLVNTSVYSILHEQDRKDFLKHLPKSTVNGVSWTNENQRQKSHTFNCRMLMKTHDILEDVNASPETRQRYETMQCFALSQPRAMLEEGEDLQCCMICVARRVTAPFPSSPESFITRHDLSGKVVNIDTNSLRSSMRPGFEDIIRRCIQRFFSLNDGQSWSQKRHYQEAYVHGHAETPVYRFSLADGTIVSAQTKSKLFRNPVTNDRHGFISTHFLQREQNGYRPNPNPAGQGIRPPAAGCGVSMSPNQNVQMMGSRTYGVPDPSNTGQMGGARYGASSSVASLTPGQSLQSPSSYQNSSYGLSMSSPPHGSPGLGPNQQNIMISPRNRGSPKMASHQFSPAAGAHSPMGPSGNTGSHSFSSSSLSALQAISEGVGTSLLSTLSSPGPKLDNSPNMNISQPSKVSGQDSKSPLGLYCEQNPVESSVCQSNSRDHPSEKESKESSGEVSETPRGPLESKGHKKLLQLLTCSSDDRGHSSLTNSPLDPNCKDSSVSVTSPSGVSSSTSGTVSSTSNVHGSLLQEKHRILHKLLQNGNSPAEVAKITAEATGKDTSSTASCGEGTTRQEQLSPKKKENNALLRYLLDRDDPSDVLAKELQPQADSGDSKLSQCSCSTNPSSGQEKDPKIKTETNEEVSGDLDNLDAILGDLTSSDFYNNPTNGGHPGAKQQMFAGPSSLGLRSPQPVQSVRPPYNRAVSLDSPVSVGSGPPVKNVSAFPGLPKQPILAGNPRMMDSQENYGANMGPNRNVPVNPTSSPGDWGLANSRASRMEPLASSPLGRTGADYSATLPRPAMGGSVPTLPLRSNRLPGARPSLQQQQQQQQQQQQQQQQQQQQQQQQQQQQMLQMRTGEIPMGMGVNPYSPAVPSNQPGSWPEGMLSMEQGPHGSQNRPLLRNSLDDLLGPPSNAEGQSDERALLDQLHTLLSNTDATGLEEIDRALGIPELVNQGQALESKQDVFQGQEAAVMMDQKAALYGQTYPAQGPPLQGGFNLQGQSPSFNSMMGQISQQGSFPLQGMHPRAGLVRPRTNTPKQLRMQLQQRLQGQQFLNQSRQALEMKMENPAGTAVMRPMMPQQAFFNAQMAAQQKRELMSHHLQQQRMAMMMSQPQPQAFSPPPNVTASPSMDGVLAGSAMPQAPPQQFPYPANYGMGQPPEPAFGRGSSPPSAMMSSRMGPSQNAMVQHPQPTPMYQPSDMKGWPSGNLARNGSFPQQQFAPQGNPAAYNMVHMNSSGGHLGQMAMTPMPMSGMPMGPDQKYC
PfM18AAP inh: PfM18AAP enzyme inhibition. recombinant PfM18AAP, H-Glu-NHMec fluorogenic cleavage. inhibition, % at 7.35 µM. 290,000 compounds, 1.2% hits. AID 1822;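 active = inhibition above the campaign mean inhibition over all tested compounds plus 3 SD, cut at about 28% in these data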;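 note: 0% = plate median of test compound wells and 100% = 2 mM ZnCl2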
VIM-2 inhibitor: inhibitors of Pseudomonas aeruginosa VIM-2 metallo-beta-lactamase. purified VIM-2, nitrocefin hydrolysis, epi-absorbance fluorescence. inhibition, % at 5.6 µM. 290,000 compounds, 0.89% hits;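 active = inhibition above the mean of all tested compounds plus 3 SD, cutoff set per screening run, cut at about 7.5% in these data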;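 note: red hydrolysis product quenches plate fluorescence so inhibitors raise well fluorescence; 0% = enzyme with DMSO and 100% = DMSO without enzyme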
IDE cell activ: activators of human insulin-degrading enzyme in cells. P14735. HEK cells, FAbeta-B cleavage, fluorescence polarization; 0% vehicle, 100% cell-free pure enzyme wells. activation, % at 5.96 µM. 340,000 compounds, 0.073% hits;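 active = activation above the mean of all tested compounds plus 3 SD, set per screening campaign, cut at about 17% in these data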
IMP-1 inh: inhibitors of Pseudomonas aeruginosa IMP-1 metallo-beta-lactamase. 290,000 compounds, 0.45% hits. inhibition, % at 5.6 µM. purified IMP-1, nitrocefin hydrolysis, epi-absorbance fluorescence. AID 1556;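 active = inhibition above the mean plus 3 SD of all compounds in the same screening run, cut at about 4.5% in these data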;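 note: 0% = IMP-1 with DMSO and 100% = DMSO wells lacking enzyme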
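Test system: recombinant IMP-1 enzyme, purified / Medium: HEPES buffer pH 7.1 with ZnSO4 and Brij 35 / Doses: single dose, 5.6 µM / Times: 25 °C, 15 min preincubation, 25 min reaction / Detection: Epi-absorbance via hydrolysed-nitrocefin quenching of white-plate fluorescence, 480/530 nm, EDTA stop / Evaluation: percent inhibition from optical density relative to buffer-blank wells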
GPR7 antag: blocks human GPR7 receptor signaling; 290,000 compounds, 1.1% hits; P48145; inhibition, % at 4.4 µM; GPR7-expressing cells, fluorescence antagonist assay; in the data active = inhibition above about 16%, passing the limit was not always enough;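 note: cells stimulated with the agonist NPW; 0% = agonist with vehicle and 100% = vehicle without agonist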
NALP1 inh: inhibitors of NALP1 inflammasome in yeast; AID 2071; inhibition, % at 10 µM; 280,000 compounds, 0.61% hits; S. cerevisiae NALP1/ASC/caspase-1 growth, X-gal OD620, 72 h; in the data active = inhibition mostly above about 24%, no sharp cut-off; inactive = mostly below about 32%; note: some compounds called inactive have numbers as strong as hits
* hit, by the source's call; / = not tested or not shown.

Preview:
SMILES	IDE cell inh	PHOSPHO1 inh	p-CIP stab down	PfM18AAP inh	VIM-2 inhibitor	IDE cell activ	IMP-1 inh	GPR7 antag	NALP1 inh
COC(=O)c1c(NC(=O)C2Cc3ccccc3C(=O)O2)sc2c1CCCC2 (stereo unspecified)	0	-6	-5	-5	-1.6	4	-2.6	-1	24
CCCC(=O)Nc1nn(C)c2nc3ccc(C)cc3cc12	7	37	-12	3	0.0	3	-1.2	-5	-4
Cn1ncc(C#N)c1NC(=O)C1CC(c2c(F)cccc2Cl)=NO1 (stereo unspecified)	-3	7	6	-4	-2.3	5	-3.3	-7	34
CCOC(=O)N1CCN(c2cc(C)c([N+](=O)[O-])cc2F)CC1	5	11	10	3	0.5	0	-3.6	-9	11

Results, previewed entries included:
SMILES	IDE cell inh	PHOSPHO1 inh	p-CIP stab down	PfM18AAP inh	VIM-2 inhibitor	IDE cell activ	IMP-1 inh	GPR7 antag	NALP1 inh
COC(=O)c1c(NC(=O)C2Cc3ccccc3C(=O)O2)sc2c1CCCC2 (stereo unspecified)	0	-6	-5	-5	-1.6	4	-2.6	-1	24
CCCC(=O)Nc1nn(C)c2nc3ccc(C)cc3cc12	7	37	-12	3	0.0	3	-1.2	-5	-4
Cn1ncc(C#N)c1NC(=O)C1CC(c2c(F)cccc2Cl)=NO1 (stereo unspecified)	-3	7	6	-4	-2.3	5	-3.3	-7	34
CCOC(=O)N1CCN(c2cc(C)c([N+](=O)[O-])cc2F)CC1	5	11	10	3	0.5	0	-3.6	-9	11
CCC(CC)C(=O)Nc1nnc(S(=O)(=O)N2c3ccccc3CC2C)s1 (stereo unspecified)	0	25	-8	-6	-2.7	-5	-0.9	-14	14
Cc1ccc(CNC(=O)Cc2cccs2)cc1	0	-11	-10	-1	0.6	4	-5.5	6	8
CCOC(=O)N1CCN(C(=O)/C=C/c2ccc(OC)c(OC)c2)CC1	4	24	-12	-5	-2.5	-1	-4.4	-16	-9
CCn1nnc(NC(=O)C(c2ccccc2)c2ccccc2)n1	-1	41	1	3	-0.8	7	-3.8	20	0
CCOC(=O)CSc1cc(=O)n(CC)c2ccccc12	2	6	-8	-3	-0.7	-5	-0.6	2	9
COc1ccc(/C=C/c2cccc[n+]2C)c(O)c1	2	8	-5	-10	-0.4	-3	-1.0	-1	16
O=C(Nc1ccc(N2CCN(c3ccc(C(F)(F)F)cn3)CC2)nc1)c1cccs1	17*	39	-14	2	-5.5	-19	-3.3	-18	19
Cc1ccc(-c2[nH]nc3c2C(c2ccoc2)C(C#N)=C(N)O3)cc1C (stereo unspecified)	1	28	-6	8	-1.7	1	-4.1	1	-12
Cc1cccc(NC(=O)c2cccnc2)c1C	0	14	-4	-9	-1.4	4	-0.9	-12	7
Cc1cccc(NC(=S)N(Cc2cccc(Br)c2)CC2CCC(C(=O)O)CC2)c1 (stereo unspecified)	-7	-7	7	-8	0.2	-1	-1.8	-9	-1
c1ccc(-c2nc(N3CCOCC3)cc(N3CCOCC3)n2)cc1	-1	38	-12	-2	-1.9	0	-1.8	-20	11
Cc1cccc(CS(=O)(=O)Cc2ccc(C(=O)NC3CCCC3)o2)c1	2	47	-6	4	-2.7	1	-1.5	-6	7
Cc1cccc(C(=O)OCC(=O)NCc2cccs2)c1	0	28	6	-5	0.3	5	0.4	-9	-2
O=C(NCc1cccc(C(F)(F)F)c1)C1CC(c2ccccc2C(F)(F)F)=NO1 (stereo unspecified)	1	31	2	/	/	-2	/	/	-16
CCC(CC)C1C(C#N)=C(N)Oc2cc(C)oc(=O)c21 (stereo unspecified)	2	4	-9	-4	-3.5	1	-0.9	-10	3
Cc1cccc(CSc2nn3c(=O)c(C)nnc3s2)c1	3	-1	-3	-8	-3.0	0	-3.6	-5	42
CC1CC2(CCCCC2)Nc2ccc3ccccc3c21 (stereo unspecified)	-5	-13	-19	-11	-0.9	-3	-2.5	-10	-7
COc1cccc(CC2(CO)CCCN(CC3=Cc4cc(Cl)ccc4OC3)C2)c1 (stereo unspecified)	0	15	4	2	-10	1	-3.0	-12	8
CC1(C(=O)NC(=S)NNC(=O)c2ccncc2)CCCCC1	4	-9	-9	-3	-1.9	-3	-1.0	1	2
Cc1ccc(Sc2nnc(-c3ccccc3)cc2C#N)cc1	1	19	-20	9	-3.1	9	-6.8	-1	6
CC(C)CNS(=O)(=O)c1ccc(CCC(=O)NCCC2=CCCCC2)cc1	2	41	-4	3	-5.3	1	-2.9	-4	-9

Additional results follow.
SMILES	IDE cell inh	PHOSPHO1 inh	p-CIP stab down	PfM18AAP inh	VIM-2 inhibitor	IDE cell activ	IMP-1 inh	GPR7 antag	NALP1 inh
O=C(NC(=S)NCCC1=CCCCC1)c1ccco1	0	28	8	0	-4.0	-2	-4.2	-3	9
COC(=O)c1ccc(-n2cncn2)c([N+](=O)[O-])c1	7	30	0	-7	-1.7	-3	-1.1	-5	-2
Cc1nnsc1S(=O)c1ccccc1Cl (stereo unspecified)	-5	7	-1	-8	1.3	2	-0.5	-5	22
COc1ccc(OC)c2c(C)cc(N3CCN(C(=O)c4ccc(Cl)cc4)CC3)nc12	1	-43	0	9	0.8	-4	-3.9	-10	6
O=C(Cn1c(COc2ccccc2)nc2ccccc21)Nc1cc(Cl)cc(Cl)c1	2	-12	4	-8	0.2	-3	-0.7	-4	/
COc1ccc(C(=O)NC(=S)N2CCNC(=O)C2)cc1Br	7	10	-3	2	-0.1	-3	-0.6	11	-8
O=c1cc(N2CCCCC2)c(-c2ccccc2)nn1Cc1cccc(Cl)c1	8	29	-13	-3	-3.7	3	-2.6	-5	-9
CCCNS(=O)(=O)c1ccc(OCC(=O)Nc2ccc3c(c2)OCO3)cc1	5	37	5	-5	0.5	7	-3.5	3	11
O=C1NC(=O)C(Cc2ccccc2)(c2cccnc2)N1 (stereo unspecified)	1	3	6	1	0.8	8	-0.8	1	19
O=S1(=O)CC/C(=N\O)c2ccccc21	-1	-14	-8	6	-5.0	-3	-3.4	-14	-1
Cc1ncc(CN2CCCC(C(=O)Nc3ccc(-c4cscn4)cc3)C2)cn1 (stereo unspecified)	2	17	-8	-2	-2.6	1	-2.8	-9	-8
CSc1nncc(-c2ccc(F)c(F)c2)n1	-3	12	-17	-2	-3.6	0	-1.3	-4	-143
CC(NC(=O)C1CCC(CNS(=O)(=O)c2ccccc2)CC1)c1ccc2c(c1)OCCO2 (stereo unspecified)	0	-26	-5	-16	-1.4	/	-1.0	-9	12
CNc1nc2c(Cl)cc(Cl)cc2s1	1	-13	2	1	-2.7	-4	-0.1	-19	-1
O=C(Cc1cccs1)NCc1ccccc1F	1	7	-5	4	-0.2	-3	-2.1	-11	4
Cc1ccc(-c2nnn(CC(=O)N(Cc3ccco3)C(C(=O)NC(C)(C)C)c3ccc(C)o3)n2)o1 (stereo unspecified)	-3	40	-9	0	-2.4	-3	-3.4	-16	0
CCOC(=O)CC(=O)CSc1nc(-c2ccc3c(c2)OCO3)cc(C(F)(F)F)c1C#N	1	32	-26	-4	0.6	-3	-1.9	-10	14
COC(CNC(=O)C(=O)NCC1OCCN1C(=O)c1ccc(Cl)cc1)OC (stereo unspecified)	7	-16	-12	-2	-3.8	-1	-4.8	-7	25
CCOC(=O)c1nn(-c2ccc(C)cc2)c(C)c1C(C)=O	5	-7	-15	9	-2.5	-4	-2.8	-6	25
CC(=O)c1ccc2c(c1)CC(C)C(=O)N2C (stereo unspecified)	3	2	-4	9	-3.9	3	-2.0	-10	4
CCn1c(O)c2ccc(C(=O)N=NC(=O)c3cccnc3)cc2c1O	7	21	1	-4	-0.1	5	-3.9	-7	-6
O=C(COCc1cc(-c2ccc3c(c2)OCO3)on1)N1CCCCC1	2	12	-49	4	0.2	0	-1.6	5	20
CCOc1ccc(NC(=O)c2ccc3c(c2)CCN3S(C)(=O)=O)cc1	7	-1	-10	3	-1.7	-12	-5.5	-15	14
CCc1nnc(NC(=O)CN2C(=O)c3ccccc3C2=O)s1	3	74*	-9	0	-6.1	9	-3.4	-7	21
O=C(/C=C/c1cccc([N+](=O)[O-])c1)N1CCN(c2ccc(F)cc2)CC1	-2	2	-13	2	-3.6	-1	-4.2	-6	29

Gathered by group, the compounds so far containing bromine
SMILES	IDE cell inh	PHOSPHO1 inh	p-CIP stab down	PfM18AAP inh	VIM-2 inhibitor	IDE cell activ	IMP-1 inh	GPR7 antag	NALP1 inh
Cc1cccc(NC(=S)N(Cc2cccc(Br)c2)CC2CCC(C(=O)O)CC2)c1 (stereo unspecified)	-7	-7	7	-8	0.2	-1	-1.8	-9	-1
COc1ccc(C(=O)NC(=S)N2CCNC(=O)C2)cc1Br	7	10	-3	2	-0.1	-3	-0.6	11	-8

Random excerpt: 3 entries already listed, in no set order.
SMILES	IDE cell inh	PHOSPHO1 inh	p-CIP stab down	PfM18AAP inh	VIM-2 inhibitor	IDE cell activ	IMP-1 inh	GPR7 antag	NALP1 inh
COC(CNC(=O)C(=O)NCC1OCCN1C(=O)c1ccc(Cl)cc1)OC (stereo unspecified)	7	-16	-12	-2	-3.8	-1	-4.8	-7	25
O=C1NC(=O)C(Cc2ccccc2)(c2cccnc2)N1 (stereo unspecified)	1	3	6	1	0.8	8	-0.8	1	19
CCOC(=O)CC(=O)CSc1nc(-c2ccc3c(c2)OCO3)cc(C(F)(F)F)c1C#N	1	32	-26	-4	0.6	-3	-1.9	-10	14

(next part)
SMILES	IDE cell inh	PHOSPHO1 inh	p-CIP stab down	PfM18AAP inh	VIM-2 inhibitor	IDE cell activ	IMP-1 inh	GPR7 antag	NALP1 inh
Cc1cc(C)n(-c2cc(N3CCN(C(=O)c4cccc(Br)c4)CC3)ccc2[N+](=O)[O-])n1	9	-19	-7	3	-5.0	-1	-1.9	-8	12
COc1ccc(C(=S)N2CCN(c3ccccc3C)CC2)cc1	-11	33	2	9	1.1	4	0.8	-3	-4
COc1cccc(/C=C/C(=O)OCC(=O)NCc2ccc(Cl)cc2)c1	0	15	-7	-2	0.9	8	-1.4	-5	-4
Cc1ccc(C2=NOC(C)(c3nnc(-c4ccc(Cl)cc4)o3)C2)cc1 (stereo unspecified)	4	30	-9	/	/	1	/	/	/
CN(C)CCn1c(C(=O)O)cc2ccccc21	-5	32	-23	8	-1.9	1	2.9	-8	-12
CCOC(=O)c1cnc(-n2nc(C)cc2C)nc1NCCO	-7	15	0	0	0.9	1	-1.9	-6	27
O=C(CCc1ccccc1)Nc1nc2c(F)cc(F)cc2s1	1	8	-10	-2	-1.6	1	-2.3	1	/
CCn1c2ccccc2c2cc(NC(=O)COC(=O)c3cc(S(=O)(=O)N4CCCCC4)ccc3Cl)ccc21	1	3	-5	5	0.1	3	-3.0	-11	31
CCOC(=O)C1CCN(CC(O)COCc2ccc3c(c2)OCO3)CC1 (stereo unspecified)	-1	-13	-6	1	0.1	0	-2.5	-14	-1
